hcGAS inh = human cGAS inhibition; Q8N884; recombinant h-cGAS, ATP depletion, Kinase-Glo luminescence; inhibition, % at 12.5 µM; 290,000 compounds, 0.081% hits;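 note: 0% = vehicle reaction and 100% = reaction without DNA for no activity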
Target sequence (Q8N884 whole entry, looked up): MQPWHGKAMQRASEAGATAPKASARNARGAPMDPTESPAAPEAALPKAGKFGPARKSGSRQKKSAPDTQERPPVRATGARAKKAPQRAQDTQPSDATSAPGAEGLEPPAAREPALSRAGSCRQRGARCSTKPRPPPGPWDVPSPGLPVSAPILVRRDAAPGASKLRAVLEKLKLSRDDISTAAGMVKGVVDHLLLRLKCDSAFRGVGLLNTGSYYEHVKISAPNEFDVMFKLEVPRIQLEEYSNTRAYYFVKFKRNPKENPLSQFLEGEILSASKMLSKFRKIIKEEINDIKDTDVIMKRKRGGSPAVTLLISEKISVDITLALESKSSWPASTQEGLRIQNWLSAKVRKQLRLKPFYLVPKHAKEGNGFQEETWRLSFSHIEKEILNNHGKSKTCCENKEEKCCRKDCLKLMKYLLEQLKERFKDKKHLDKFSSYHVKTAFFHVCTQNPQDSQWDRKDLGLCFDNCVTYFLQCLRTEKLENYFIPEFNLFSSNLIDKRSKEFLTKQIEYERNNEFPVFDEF
mcGAS inh = blocks mouse cGAS activity | Q8C6L5 | recombinant cGAS, Kinase-Glo ATP depletion luminescence | inhibition, % at 12.5 µM | 160,000 compounds, 0.15% hits;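 note: 0% = negative control wells and 100% = reference inhibitor with no enzyme activity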
NPYLR7 ag = mosquito NPYLR7 agonism. HEK293T NPYLR7/Galpha15, GCaMP6s calcium fluorescence. activation, % at 10 µM. 270,000 compounds, 0.15% hits. AID 1259423; in the data active = activation above about 40%;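 note: 0% = vehicle and 100% = reference agonist at the receptor; some compounds past the cut are filed as inactive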
An asterisk follows results filed as active; & = joins results of further samples. Cut-off read from the data, not from the text of the source, unless noted: active = inhibition above about 40%; inactive = the rest.

Screening Cc1nc(NCC(c2cccs2)N(C)C)c2c3c(sc2n1)CCCC3 (configuration not stated) returned hcGAS inh -9 and NPYLR7 ag -4.
Cc1cc(C)n(CC2(CNC(=O)C3CCOC(C)(C)C3)CC2)n1 (configuration not stated) was read as hcGAS inh -17 and mcGAS inh -8.
Screening CC(=NNc1cc(C)nc2ncnn12)c1ccco1 returned hcGAS inh -3 and NPYLR7 ag 2.
Screening CCOC(=O)c1cc(-c2ccccc2)sc1NC(=O)COc1ccc(Cl)cc1 returned hcGAS inh -4, mcGAS inh -6 and NPYLR7 ag -6.
`Cc1ccc(C2=NOC(CN(Cc3cccc(C(F)(F)F)c3)C(=O)NC(C)(C)C)C2)cc1` (configuration not stated) gave hcGAS inh -5, mcGAS inh -8 and NPYLR7 ag 14.
COCC(=O)Nc1ccc(-c2ncc(C(C)C)o2)cc1 was read as hcGAS inh -10 and NPYLR7 ag 7.
`O=C(Cn1cnc([N+](=O)[O-])n1)Nc1cccnc1Cl` gave hcGAS inh -9, mcGAS inh -7 and NPYLR7 ag 20.
`Cc1ccoc1C(=O)N1CC(c2ccccn2)C1` gave hcGAS inh -3 and NPYLR7 ag 7.
COc1ccc(C2=Nc3ncnn3C(c3ccc(OC)cc3OC)C2)cc1 (configuration not stated) was read as hcGAS inh -4 and NPYLR7 ag -8.
COCCCN(Cc1c(C)nn(-c2ccccc2)c1N1CCN(C)CC1)C(=O)Nc1ccc(Cl)c(Cl)c1 was read as hcGAS inh -2, mcGAS inh -7 and NPYLR7 ag 20.
Screening O=c1[nH]nc2n1-c1c(cc(NCc3ccco3)c(Cl)c1[N+](=O)[O-])OC2 returned hcGAS inh 1 and NPYLR7 ag 6.
Cc1cc(NC(=O)C(c2cccc(F)c2)N2CCOCC2)ccc1-n1cnnn1 (configuration not stated) was read as hcGAS inh -7 and NPYLR7 ag 6.
O=C(NC1(c2ccc(Cl)cc2)CCOCC1)c1ccccn1 was read as hcGAS inh -12 and NPYLR7 ag 7.
`COc1ccc(-c2cccc(NC(=O)Nc3ccc(C)cc3)c2)nn1` gave hcGAS inh -4, mcGAS inh -1 and NPYLR7 ag -1.
For O=C(CN1CCCCCC1=O)N1CC=C(c2c[nH]c3cc(F)ccc23)CC1 the results were hcGAS inh -11 and NPYLR7 ag 1.

Structures listed so far containing fluorine, in the order listed:
`Cc1ccc(C2=NOC(CN(Cc3cccc(C(F)(F)F)c3)C(=O)NC(C)(C)C)C2)cc1` (configuration not stated) gave hcGAS inh -5, mcGAS inh -8 and NPYLR7 ag 14.
Cc1cc(NC(=O)C(c2cccc(F)c2)N2CCOCC2)ccc1-n1cnnn1 (configuration not stated) was read as hcGAS inh -7 and NPYLR7 ag 6.
For O=C(CN1CCCCCC1=O)N1CC=C(c2c[nH]c3cc(F)ccc23)CC1 the results were hcGAS inh -11 and NPYLR7 ag 1.

Structural class: the entries above containing a nitro group on carbon
`O=C(Cn1cnc([N+](=O)[O-])n1)Nc1cccnc1Cl` gave hcGAS inh -9, mcGAS inh -7 and NPYLR7 ag 20.
Screening O=c1[nH]nc2n1-c1c(cc(NCc3ccco3)c(Cl)c1[N+](=O)[O-])OC2 returned hcGAS inh 1 and NPYLR7 ag 6.

Other entries:
COC(=O)CSc1nc2ccccc2c(=O)n1-c1ccc(C)cn1 was read as hcGAS inh -10 and NPYLR7 ag 19.
Screening O=C(CCCNC(=O)C1CC1)NC1CCCCC1Oc1ccccc1 (configuration not stated) returned hcGAS inh -4 and NPYLR7 ag 3.
`COc1ccccc1-n1c(-c2ccc(Cl)cc2)cc(C(=O)N2CCC(Cc3ccccc3)CC2)c1C` gave hcGAS inh -7, mcGAS inh -5 and NPYLR7 ag 1.
Screening COCc1nn2c(nnc3c(=O)n(C4CCCC4)ccc32)c1-c1ccccc1 returned hcGAS inh -3 and NPYLR7 ag 2.
Screening CN(Cc1ccco1)c1nc(-c2ccc(Oc3ccccc3)cc2)nc2ccccc12 returned hcGAS inh -1, mcGAS inh -3 and NPYLR7 ag 3.
`CCCCc1ccc(-c2nc(C=Nc3ccc(Cl)cc3)c(O)o2)cc1` gave hcGAS inh -5, mcGAS inh -5 and NPYLR7 ag 6.
Screening COc1ccc(CCC(=O)N2CCCC(Nc3ccc(C)c(C)c3)C2)cc1OC (configuration not stated) returned hcGAS inh -6 and NPYLR7 ag 3.
C[C@H](C(=O)NCCc1ccccc1)N1Cc2ccc(Nc3ncccn3)nc2C1=O was read as hcGAS inh -9 and NPYLR7 ag 8.
For O=C(c1ccccc1-c1ncc[nH]1)N1CCCCC1CCn1cccn1 (configuration not stated) the results were hcGAS inh -8 and NPYLR7 ag 12.
Cc1nc(C)c2c(C)c(CNCCN3CC(C)OC(C)C3)sc2n1 (configuration not stated) was read as hcGAS inh -3 and NPYLR7 ag 0.
`O=C(Nc1ccc(F)c(Cl)c1)c1cc(C2CC2)n(C2CCS(=O)(=O)C2)n1` (configuration not stated) gave hcGAS inh 1, mcGAS inh -3 and NPYLR7 ag 3.
COCCCNc1nc2ccccn2c(=O)c1C=C1SC(=S)N(CCCOC)C1=O was read as hcGAS inh -9, mcGAS inh -8 and NPYLR7 ag 4.
Screening CCOC(=O)C1CCCN(C(=O)c2cccc(CSc3nc(C)cc(N4CCN(Cc5ccccc5)CC4)n3)c2)C1 (configuration not stated) returned hcGAS inh -4, mcGAS inh -3 and NPYLR7 ag 8.
`CCCNC(=O)CSc1nnnn1C1CC1` gave hcGAS inh -4 and NPYLR7 ag 4.
Screening Cn1c(=NC(=O)CSCC(=O)Nc2nccs2)sc2ccccc21 returned hcGAS inh 0 and NPYLR7 ag 10.

Of the compounds above, these contain two or more sulfur atoms.
Screening Cc1nc(NCC(c2cccs2)N(C)C)c2c3c(sc2n1)CCCC3 (configuration not stated) returned hcGAS inh -9 and NPYLR7 ag -4.
COCCCNc1nc2ccccn2c(=O)c1C=C1SC(=S)N(CCCOC)C1=O was read as hcGAS inh -9, mcGAS inh -8 and NPYLR7 ag 4.
Screening Cn1c(=NC(=O)CSCC(=O)Nc2nccs2)sc2ccccc21 returned hcGAS inh 0 and NPYLR7 ag 10.

Filtered by structure, the entries above with an NH in an aromatic ring
Screening O=c1[nH]nc2n1-c1c(cc(NCc3ccco3)c(Cl)c1[N+](=O)[O-])OC2 returned hcGAS inh 1 and NPYLR7 ag 6.
For O=C(CN1CCCCCC1=O)N1CC=C(c2c[nH]c3cc(F)ccc23)CC1 the results were hcGAS inh -11 and NPYLR7 ag 1.
For O=C(c1ccccc1-c1ncc[nH]1)N1CCCCC1CCn1cccn1 (configuration not stated) the results were hcGAS inh -8 and NPYLR7 ag 12.

Following part
`Cc1ccc2c(c1)N(C)C(=O)c1cc(NS(=O)(=O)CCc3ccccc3)ccc1O2` gave hcGAS inh 2 and NPYLR7 ag 8.
Screening CC(C)(C)OC(=O)N1CCC(Oc2ccccc2)(C(=O)Nc2cc(F)cc(F)c2)CC1 returned hcGAS inh -11 and NPYLR7 ag 0.
For O=C(CSc1nc(=O)[nH]c2c1CCCC2)NCc1ccc(Cl)cc1 the results were hcGAS inh -3, mcGAS inh -9 and NPYLR7 ag 2.
O=C1CCCCC1C1COCCN1C(=O)/C=C/c1cccnc1 (configuration not stated) was read as hcGAS inh -14 and NPYLR7 ag 1.
Screening CCCc1nc(C(=O)N2CCCC3(CN(C)C(=O)O3)C2)cs1 (configuration not stated) returned hcGAS inh -4 and NPYLR7 ag 3.
C=CCn1c(C)cn2c3c(=O)n(Cc4ccc(Cl)cc4)c(=O)n(C)c3nc12 was read as hcGAS inh -6, mcGAS inh -2 and NPYLR7 ag 5.
For Cc1nc2sccn2c1-c1nnc(SCC(=O)N2CCc3ccccc32)n1C the results were hcGAS inh -3, mcGAS inh -5 and NPYLR7 ag -7.
Screening COC12c3c(C)cc(O)c4c3C(COC4=O)C(=O)C1C13COC(=O)c4c(O)cc(C)c(c41)C(=O)C2C3OC(C)=O (configuration not stated) returned hcGAS inh -5, mcGAS inh -1 and NPYLR7 ag 0.
Screening COc1ccc(OC)c(-c2nc3cccc(C)n3c2Nc2c(C)cccc2C)c1 returned hcGAS inh -7, mcGAS inh -6 and NPYLR7 ag -10.
`CCOC(=O)Cc1nnn(CC(=O)OCC)n1` gave hcGAS inh -8 and NPYLR7 ag -1.
CN(C)c1ccc(C=NC2=NN(c3ccccc3)CC2)cc1 was read as hcGAS inh -7&3, mcGAS inh -6&-2 and NPYLR7 ag 2&-4.
For COc1ccc(NC(=O)c2ccc(CSc3nnc(Cc4ccccc4)n3-c3ccccc3OC)cc2)cc1 the results were hcGAS inh -11, mcGAS inh -5 and NPYLR7 ag 14.
Cc1ccccc1NCCC(=O)Nc1ccc(C)c(S(=O)(=O)N2CCCCC2)c1 was read as hcGAS inh -6 and NPYLR7 ag 5.
Screening O=C(c1cn2cc(Cl)cnc2n1)N1CCCC(N2CCCC2)C1 (configuration not stated) returned hcGAS inh -9, mcGAS inh -11 and NPYLR7 ag 5.
CCc1cnc2c(c1NCCN1CCOCC1)c(=O)n(C)c(=O)n2C was read as hcGAS inh -3 and NPYLR7 ag 9.
Cc1cccc2cc(C(=O)NCCCCN3CCCC(C)C3)oc12 (configuration not stated) was read as hcGAS inh -7 and NPYLR7 ag 8.
Screening COc1ccccc1CN(C(=O)c1ccc(C)c(N2CCNC2=O)c1)C1CC1 returned hcGAS inh -3 and NPYLR7 ag 12.
Screening CNC(=O)CN(C(=O)C1CSc2ccccc21)c1ccccc1C (configuration not stated) returned hcGAS inh 1 and NPYLR7 ag 6.
COc1ccc(-c2nnc(SCc3cccc(OC)c3)n2-c2ccc(Cl)c(Cl)c2)cc1 was read as hcGAS inh -4 and mcGAS inh -5.
`CSc1ccc(-c2ccncc2)nn1` gave hcGAS inh -24, mcGAS inh -14 and NPYLR7 ag 4.
For COCCN(Cc1c(-c2ccccc2)noc1N1CCSCC1)C(=O)Nc1cccc(Cl)c1 the results were hcGAS inh -3, mcGAS inh -7 and NPYLR7 ag 10.
Screening CCCc1nc(N2CCN(Cc3ccc(OC)cc3)CC2)c2cnn(-c3ccccc3)c2n1 returned hcGAS inh -3, mcGAS inh -6 and NPYLR7 ag 8.
c1ccc(CN(Cc2nc(-c3ccccc3)no2)CC2CC2)cc1 was read as hcGAS inh 1 and NPYLR7 ag -7.
Screening COC(=O)c1ccc(CN2C(=O)C(Cc3ccccc3)ON=C2C2CCCC2)o1 (configuration not stated) returned hcGAS inh -6 and NPYLR7 ag -1.
Screening Cc1cc(=O)n2[nH]c(NC(=O)c3ccccc3C)nc2n1 returned hcGAS inh -5 and NPYLR7 ag 0.
For COc1ccc(C(=O)N/N=c2\oc3ccc(OC)cc3cc2-c2nc3ccccc3[nH]2)cc1 the results were hcGAS inh -2 and NPYLR7 ag 8.
For CC(C(=O)NCCc1cccs1)N1CCC(n2ccnc2)CC1 (configuration not stated) the results were hcGAS inh -4 and NPYLR7 ag 1.
COc1ccc(CCNC(=O)c2ccccc2N2CCC(NC(=O)c3ccc(C(F)(F)F)cc3)CC2)cc1OC was read as hcGAS inh -3, mcGAS inh -6 and NPYLR7 ag -1.
`CCOc1ccc2cc(C(=O)NCc3ccccc3)c(=N)oc2c1` gave hcGAS inh 5, mcGAS inh 3 and NPYLR7 ag -6.
`COc1ccc(C)cc1NC(=O)Cn1ccnc1-c1nccn1C` gave hcGAS inh -7 and NPYLR7 ag 6.
Screening COc1ccc(C(=O)N=Nc2c(O)n(C)c3ccc(Br)cc23)cc1OC returned hcGAS inh -5, mcGAS inh -6 and NPYLR7 ag -3.
`COc1cccc(N2CCN(C(=O)c3cc(=O)c(OC)co3)CC2)c1` gave hcGAS inh -7 and NPYLR7 ag 12.
For C=CCn1c(=NC(=O)CN2C(=O)c3ccccc3C2=O)sc2cc3c(cc21)OCO3 the results were hcGAS inh -8, mcGAS inh -7 and NPYLR7 ag 1.
`O=C(Nc1nccs1)c1cc(C2CC2)n(C2CCS(=O)(=O)C2)n1` (configuration not stated) gave hcGAS inh -4, mcGAS inh -5 and NPYLR7 ag 0.
Screening CCCc1cc(C(=O)N(C)CC2CCN(CCc3ccc(Cl)cc3)CC2)no1 returned hcGAS inh -9 and NPYLR7 ag 3.
O=C(Nc1ccc(Br)cc1Cl)N[C@@H](Cc1ccccc1)C(=O)N1CCC(C(=O)N2CCCCC2)CC1 was read as hcGAS inh -5, mcGAS inh -8 and NPYLR7 ag 33.
`COCCN(C)c1ncnc(N2CCN(C)CC2)c1N` gave hcGAS inh -7 and NPYLR7 ag 25.
For Cc1ccc(-c2nc(C=Nc3cccc(C(=O)N(C)c4ccccc4)c3)c(O)o2)cc1 the results were hcGAS inh 3 and NPYLR7 ag -3.
COc1ccc(C(=O)N2CCc3c(nc(C)[nH]c3=O)C2)c(OC)c1OC was read as hcGAS inh -4 and NPYLR7 ag -2.
For Cc1ccc(C2=N/C(=C/C=C/c3ccccc3)C(=O)O2)cc1C the results were hcGAS inh -4 and NPYLR7 ag -5.
CN(c1ccccc1)c1nnc(C(O)c2c(F)c(F)c(F)c(F)c2F)s1 (configuration not stated) was read as hcGAS inh -4, mcGAS inh -6 and NPYLR7 ag -3.
Screening Cc1ccc(OCc2nc(CN(C(=O)Cc3ccccc3)C(C)C)cs2)cc1C returned hcGAS inh -5, mcGAS inh -7 and NPYLR7 ag 21.
For CC(=O)N1C2C=CC(C2)C1(C(F)(F)F)C(F)(F)F (configuration not stated) the results were hcGAS inh 2 and NPYLR7 ag 8.
O=C(NC1(c2ccc(Br)cc2)CCOCC1)c1cnc(Cl)c(Cl)c1 was read as hcGAS inh -5 and NPYLR7 ag 10.

Screening results as filed in PubChem.
